# G9a inh – qHTS Assay for Inhibitors of Histone Lysine Methyltransferase G9a; Histone-lysine N-methyltransferase EHMT2 (Homo sapiens), Q96KQ7; G9a H3K9 monomethylation, AlphaScreen, 2 h; Potency, µM (series often up to 102 µM), without a hit: at the highest dose activity, negative = inhibition, hits mostly inhibitors; 350,000 compounds, 8.8% hits; AID 504332, 2011; note: potency is the fitted concentration of half-maximal effect; % is set by controls: 0 for no effect and ±100 for the full control effect; nearly all actives have a fitted effect of over 75% in size
# Target sequence (Q96KQ7 913-1193 limits assumed): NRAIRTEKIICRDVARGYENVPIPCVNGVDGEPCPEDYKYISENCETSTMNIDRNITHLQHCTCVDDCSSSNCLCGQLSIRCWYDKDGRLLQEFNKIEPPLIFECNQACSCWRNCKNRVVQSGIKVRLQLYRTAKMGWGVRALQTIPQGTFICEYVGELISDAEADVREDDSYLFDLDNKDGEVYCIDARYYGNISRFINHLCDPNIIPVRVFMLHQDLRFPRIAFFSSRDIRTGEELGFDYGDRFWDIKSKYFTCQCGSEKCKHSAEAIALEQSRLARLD
#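 Readings reflect AlphaScreen signal from monomethyl-H3K9 antibody detection. HMT at 20 nM; substrate b-H3K9 500 nM; cofactor SAM 20 uM; 2 h RT reaction; compounds tested as titrations in qHTS with 15 min preincubation.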
# ALOX12 inh – Primary qHTS assay for inhibitors of human arachidonate 12S-lipoxygenase (ALOX12): Round 2; Polyunsaturated fatty acid lipoxygenase ALOX12 (Homo sapiens), P18054; purified 12hLO, xylenol orange hydroperoxide absorbance; Potency, µM (series often up to 108 µM), for inactives: top-dose activity change, negative = inhibition, actives largely listed as inhibitors; 580,000 compounds, 1.1% hits; AID 1671190, 2021; note: potency is the fitted concentration of half-maximal effect; % is set by controls: 0 for no effect and ±100 for the full control effect
#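 Hydroperoxide product was detected by ferrous iron/xylenol orange as the 573 to 405 nm absorbance ratio. Arachidonic acid at 40 uM (final) was turned over for 30 min at room temperature by 150 nM human 12hLO, pH 7.0 Hepes buffer, after 15 min compound preincubation.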
# RGS4 inhibitor – Inhibitors of Regulator of G Protein Signaling (RGS) 4: qHTS; Regulator of G-protein signaling 4 (Homo sapiens), P49798; Transcreener GDP fluorescence polarization, RGS4-accelerated GTP hydrolysis; Potency, µM (titrated, usually from 114 µM), for inactives: at the highest dose activity change, negative = inhibition, hits mostly inhibitors; 390,000 compounds, 0.039% hits; note: potency is the fitted concentration of half-maximal effect; % is set by controls: 0 for no effect and ±100 for the full control effect; nearly all actives have a fitted effect of over 75% in size; some results filed as inactive show a strong effect at the top dose
#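 MLSMR compounds (23 nl, pin-transferred) preincubated 10 min at room temperature with a 500nM (2x) first reagent, then RGS4 at 900nM (2x) plus Transcreener GDP mix added; fluorescence polarization (620/688 nm) read before and after 90 min at 30 °C.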
# JMJD2A Tudor – qHTS Assay for Inhibitors of JMJD2A-Tudor Domain. Lysine-specific demethylase 4A (Homo sapiens), O75164. AlphaScreen JMJD2A-Tudor / H3K4me3 peptide binding. Potency, µM (highest dose often 114 µM), for inactives: top-dose activity change, negative = inhibition, usual class: inhibitors. 390,000 compounds, 4.4% hits. AID 504339, 2011; note: potency is the fitted concentration of half-maximal effect; % is set by controls: 0 for no effect and ±100 for the full control effect; nearly all actives have a fitted effect of over 50% in size
# GLS inh – qHTS for Inhibitors of Glutaminase (GLS); Glutaminase kidney isoform, mitochondrial (Homo sapiens), O94925; GLS enzymatic activity, qHTS titration; Potency, µM (top dose mostly 45.5 µM), for inactives: top-dose activity change, negative = inhibition, hits mostly inhibitors; 410,000 compounds, 0.21% hits; note: potency is the fitted concentration of half-maximal effect; % is set by controls: 0 for no effect and ±100 for the full control effect
# Target sequence (O94925 whole entry, looked up, canonical isoform): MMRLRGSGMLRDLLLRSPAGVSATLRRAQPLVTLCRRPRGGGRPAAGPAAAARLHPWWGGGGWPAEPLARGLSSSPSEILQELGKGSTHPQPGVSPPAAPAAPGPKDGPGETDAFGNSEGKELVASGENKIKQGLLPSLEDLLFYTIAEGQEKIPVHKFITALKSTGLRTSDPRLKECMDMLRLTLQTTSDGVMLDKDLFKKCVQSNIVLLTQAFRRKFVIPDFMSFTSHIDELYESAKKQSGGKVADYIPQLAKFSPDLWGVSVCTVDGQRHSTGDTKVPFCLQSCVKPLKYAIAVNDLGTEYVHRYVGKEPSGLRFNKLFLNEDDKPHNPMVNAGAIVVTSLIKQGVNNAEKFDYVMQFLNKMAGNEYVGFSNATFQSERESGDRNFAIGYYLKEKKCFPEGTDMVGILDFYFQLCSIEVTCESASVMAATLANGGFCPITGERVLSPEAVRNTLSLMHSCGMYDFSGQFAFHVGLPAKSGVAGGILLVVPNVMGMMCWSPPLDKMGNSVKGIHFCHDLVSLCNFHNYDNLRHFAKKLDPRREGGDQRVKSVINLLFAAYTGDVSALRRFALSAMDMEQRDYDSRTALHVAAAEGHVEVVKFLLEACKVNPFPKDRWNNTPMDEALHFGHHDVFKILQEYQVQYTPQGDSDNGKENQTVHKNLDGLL
#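 Compounds were pin-transferred onto hKGA, after which L-glutamine (1 mM solution) and a detection mix of glutamate oxidase, HRP and Amplex Red were added. Initial and 30 min RT fluorescence reads were collected.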
# HP1b chromo inh – HTS for Inhibitors of HP1-beta Chromodomain Interactions with Methylated Histone Tails; AID 540317, 2011; 390,000 compounds, 0.56% hits; AlphaScreen HP1-beta / biotin-H3K9me3 peptide binding; Potency, µM (top dose mostly 114 µM), inactives show at the highest dose activity change, negative = inhibition, actives largely listed as inhibitors; note: potency is the fitted concentration of half-maximal effect; nearly all actives have a fitted effect of over 70% in size; inactives centre near 23
#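 AlphaScreen: HP1-beta (50 nM) preformed 30 min with biotin-H3(1-18)K9me3 peptide (50 nM) in PBS pH 7.4, 0.01% Tween-20. Compound added for 30 min at RT, then streptavidin donor/nickel chelate acceptor beads (10 ug/mL) for 30 min.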
# BAZ2B inh – qHTS Assay for Inhibitors of BAZ2B; AID 504333, 2011; 360,000 compounds, 4.4% hits; Potency, µM (doses to about 114 µM), for the others: at the highest dose activity change, negative = inhibition, actives largely listed as inhibitors; Bromodomain adjacent to zinc finger domain protein 2B (Homo sapiens), Q9UIF8; AlphaScreen BAZ2B-H3K14Ac peptide displacement; note: potency is the fitted concentration of half-maximal effect; % is set by controls: 0 for no effect and ±100 for the full control effect; nearly all actives have a fitted effect of over 60% in size
#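 In this displacement format the biotinylated H3(5-23) peptide acetylated at Lys14 serves as ligand at 50 nM, with BAZ2B at 50 nM in PBS pH 7.4 containing 0.01% Tween-20. Donor and acceptor beads are 10 ug/mL final.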
# ERG-DNA inh – qHTS for Small Molecule Inhibitors of the ERG Ets/DNA interaction. Transcriptional regulator ERG (Homo sapiens), P11308. fluorescence polarization, His-ERG Ets domain / labelled DNA. Potency, µM (highest dose often 76.9 µM), inactives show at the highest dose FP activity, negative = inhibition, hits mostly inhibitors. 370,000 compounds, 0.028% hits. AID 624246, 2012; active = well fitted inhibition curve with a large enough effect in the polarisation, with a control signal flat; inconclusive = small, poorly fitted or top-dose-only effect, or effect the other way, or a change in a side signal; inactive = no such curve, though single readings can be large or run the other way; the % refers to the polarisation;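 note: polarization taken with two DNA probes labelled with fluorescein and Texas red; potency is the fitted concentration of half-maximal effect; % of control where 0% means no effect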
#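 His-tagged ERG Ets domain (1 uM in the protein solution; 300mM KCl, 50mM Tris-HCl, 1mM EDTA, 1mM DTT, pH 7.5) received compound, then a probe mix of 5 nM fluorescein-DNA and 100nM Texas-615-DNA. Fluorescence polarization was read for both dyes.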
# PI4K2A inh – qHTS for small molecular inhibitors of PI4K2A; 420,000 compounds, 0.13% hits; AID 1346378, 2018; purified PI4K2A, ADP-Glo luminescence, 1 h; hits give low values; activity change, negative = inhibition, % at 76.9 µM; in the data active = activity change below about -50%; inconclusive = mostly about -30% to -49%;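 note: -100% = wells without enzyme as full effect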
#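 Compounds are screened against recombinant PI4K2A using PI as substrate and ATP, the latter dispensed at 300 microM. Reactions run one hour at ambient temperature before ADP-Glo detection; full inhibition defined by wells lacking enzyme.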
# An asterisk follows results filed as active; i = inactive; ? = inconclusive; / = no result given; [ ] = another dose, or the depositor's remark. Unless noted, calls come from the whole dose curve; as a rule, active = well fitted curve in the direction sought with a large enough effect; inconclusive = small, poorly fitted or top-dose-only effect, or another doubt; inactive = no such curve, though single readings can be large; an effect the other way counts as inactive or inconclusive.
molecule,G9a inh,ALOX12 inh,RGS4 inhibitor,JMJD2A Tudor,GLS inh,HP1b chromo inh,BAZ2B inh,ERG-DNA inh,PI4K2A inh
CC(=O)Nc1ccc(-c2csc(Nc3ncccn3)n2)cc1,4%,11%,17%,2%,2%,45%[activator],-16%,-4%,2
COC(=O)c1cc(S(=O)(=O)Nc2cc(OC)cc(OC)c2)c[nH]1,17%,-9%,-33%[56.9 µM],?,-3%,-9%,-15%[57.1 µM],-18%,2
C=CCNC(=S)N(C1CCCCC1)C1CCCCC1,4%,1%,-21%,-32%,-3%,41%[activator],-17%,1%,-13
COc1ccc2c(c1)c1ccc3c(c1n2C)C(=O)C=CC3=O,1.8µM*,0.71µM*,-74%,40µM*,-2%,6.3µM*,?,-1%,-18
Cc1nc(NCCc2cnc[nH]2)c2oc3ccccc3c2n1,3%[59 µM],0%,8%,-35%,1%,21%,-14%,/,-9
Nc1c(Cl)cc2c(c1Br)Cc1ccccc1-2,/,14%,1%,-8%,1%,9%[57 µM],/,10%,3
O=C(Nc1nccs1)c1cccnc1Cl,4%,?,17%,-11%,2%,15%,-2%,0%,-1
COC(=O)CCN1CCC(C(N)=O)CC1,-10%[59 µM],0%,-23%,-2%,-8%,31%,-5%,-8%,6
CC(NC(=O)c1cccnc1)C(c1ccccc1)N1CCN(C)CC1 (stereo unspecified),5%[59 µM],1%,24%,-10%,0%,10%,7%,-2%,5
CN(C(=O)Nc1ccc(C(C)(C)C)cc1)C1CCCCC1,13%,0%,-8%,-12%,3%,31%,-9%,13%,0
O=C(NC1CC1)C1=C[C@H](c2ccc(Br)cc2)C[C@H](OCc2ccc(CO)cc2)O1,26%[59 µM],-9%,-2%,-15%,1%,19%,-15%,-2%,2
O=C(O)c1ccc(/C=N\Nc2ccccn2)cc1,/,?,12%,?,?,-2%,/,-2%,-62*
C=C(C)CSc1[nH]c(=O)cc(C)c1C#N,/,-1%,38%,-15%,-1%,11%,9%,2%,4
Cc1ccc(-n2c(C)cc(/C=C3/C(=N)N4C(c5ccccc5)=CSC4=NC3=O)c2C)cc1,1%[59 µM],-22%,15%,-19%,13%,9%,1%,-2%,0
O=C(c1cccc(S(=O)(=O)N2CCCC2)c1)N1CCCc2ccccc21,-30%,7%,6%,2%,-10%,31%,-8%,2%,9
N#Cc1cccc(NC(=O)CN2NS(=O)(=O)c3ccccc3C2=O)c1,-3%,i,32%,-2%,10%,9%,-3%,-5%,-1
C#CCOCCOCCOCCNc1nc(N2CCOCC2)nc(N2CCN(C(=O)[C@H](CCC(=O)O)n3cc(C(N)Cc4ccc(O)cc4)nn3)CC2)n1 (stereo partly specified),3%[12.7 µM],/,38%,89µM*,28%,19%,-30%,-15%,-4
O=C(Nc1sccc1C(=O)NCc1ccco1)c1cccnc1,?,-6%,-14%,-33%,17%,1%,?,-3%,-9
COC(=O)C1=CNC=C(C(=O)OC)C1c1ccc(Cl)cc1,33%[59 µM],-15%,24%,45%[activator],-3%,118%[activator],31%,-4%,5
CCOC(=O)c1[nH]c(C)c(C(=O)c2cc(F)ccc2F)c1C,-6%[59 µM],-11%,20%,-20%,-4%,13%,1%,2%,3
CC1=C(C(=O)Nc2ccc(Cl)cc2)C(c2cccs2)n2nc(SCc3cccc(Cl)c3)nc2N1 (stereo unspecified),?,-6%,-36%,-5%,5%,10%,-9%,-1%,-3
CC(=O)c1cccc(NC(=O)Cn2c(=O)oc3cc(S(=O)(=O)NCc4ccccc4)ccc32)c1,-21%[59 µM],-5%,-12%,-9%,5%,39%,4%,11%,-5
CCOc1ccc(C(=O)c2cn(CC(=O)Nc3ccc4c(c3)OCO4)c3ccc(OCC)cc3c2=O)cc1,8%[59 µM],0%,-22%,-1%,2%,30%,3%,-3%,1
CCN1CCN(CC(=O)Nc2c(OC)cccc2OC)CC1,40µM*,?,-6%,5µM*,-9%,45µM*,18µM*,-4%,6
O=C(Nc1ccc(Br)cc1F)N1CCC2(CC1)Oc1ccccc1C(=O)N2Cc1ccccc1F,3%[59 µM],-1%,6%,-15%,-1%,32%,-20%,2%,0
Cc1c(C(=O)N2CCOCC2)sc(NC(=O)C(C)C)c1C#N,-1%,1%,8%,5%,-2%,31%[activator],6%,0%,-2
C#CCn1cc(/C=C2\NC(=O)NC2=O)c2ccccc21,?,?,-16%,?,7%,-10%,?,0%,-3
Cc1c2c(n3c(nc4ccccc43)c1C#N)N(CCN1CCOCC1)CC2,9%,0%,-5%,-27%,-9%,8%,-19%,11%,-1
O=C(NNC(=O)C1CC1c1ccccc1)Nc1cccc(Cl)c1 (stereo unspecified),-2%[59 µM],19%,-8%,-15%,1%,20%,-3%,1%,7
Cc1csc(NC(=O)C(C)Oc2ccc(Cl)cc2C)n1 (stereo unspecified),20%[59 µM],-17%,12%,-6%,-3%,64%[activator],5%,3%,-3

# Seven compounds from above, arranged by molar mass, largest number first.
molecule,G9a inh,ALOX12 inh,RGS4 inhibitor,JMJD2A Tudor,GLS inh,HP1b chromo inh,BAZ2B inh,ERG-DNA inh,PI4K2A inh
C#CCOCCOCCOCCNc1nc(N2CCOCC2)nc(N2CCN(C(=O)[C@H](CCC(=O)O)n3cc(C(N)Cc4ccc(O)cc4)nn3)CC2)n1 (stereo partly specified),3%[12.7 µM],/,38%,89µM*,28%,19%,-30%,-15%,-4
O=C(NC1CC1)C1=C[C@H](c2ccc(Br)cc2)C[C@H](OCc2ccc(CO)cc2)O1,26%[59 µM],-9%,-2%,-15%,1%,19%,-15%,-2%,2
Cc1ccc(-n2c(C)cc(/C=C3/C(=N)N4C(c5ccccc5)=CSC4=NC3=O)c2C)cc1,1%[59 µM],-22%,15%,-19%,13%,9%,1%,-2%,0
O=C(c1cccc(S(=O)(=O)N2CCCC2)c1)N1CCCc2ccccc21,-30%,7%,6%,2%,-10%,31%,-8%,2%,9
COC(=O)c1cc(S(=O)(=O)Nc2cc(OC)cc(OC)c2)c[nH]1,17%,-9%,-33%[56.9 µM],?,-3%,-9%,-15%[57.1 µM],-18%,2
CN(C(=O)Nc1ccc(C(C)(C)C)cc1)C1CCCCC1,13%,0%,-8%,-12%,3%,31%,-9%,13%,0
C#CCn1cc(/C=C2\NC(=O)NC2=O)c2ccccc21,?,?,-16%,?,7%,-10%,?,0%,-3

# More results:
molecule,G9a inh,ALOX12 inh,RGS4 inhibitor,JMJD2A Tudor,GLS inh,HP1b chromo inh,BAZ2B inh,ERG-DNA inh,PI4K2A inh
O=C(c1ccc(Cl)c(S(=O)(=O)N2CCOCC2)c1)N1CCOCC1,23%,-1%,4%,1%,0%,54%[activator],8%,15%,0
COc1ccc(NC(=O)c2cc(-c3ccc4c(c3)OCO4)on2)cc1,1%,17%,20%,-18%,-16%,33%,9%,-14%,-2
CN(C)C(=O)CCc1ccc2c3c([nH]c2c1)[C@]1(CCC2CCCC2)[C@@H](C(=O)N2CCOCC2)C[C@H](CC(=O)NCc2cccc(C(F)(F)F)c2)C(=O)N1CC3,/,-7%,12%,-34%,-3%,11%,/,6%,2
O=[N+]([O-])c1ccc(-c2nc(Nc3ccc(O)cc3)c3ccccc3n2)cc1,?,?,14%,-12%,-3%,19%,-4%,3%,1
N#C/C(=C\c1cccc([N+](=O)[O-])c1)C(=O)NCc1ccc(Cl)cc1,50µM*,?,?,?,-21%,1%,?,-1%,27
Cc1c(N=NC2=C(O)CCCC2=O)c(=O)n(-c2ccccc2)n1C,8.9µM*,?,-31%,14µM*,12%,?,22µM*,9%,-2
CCOC(=O)CC(N)c1cccc([N+](=O)[O-])c1 (stereo unspecified),-48%,3%,-48%,0%,5%,33%,?,-7%,6
Cc1cc(C)c2nc(-c3ccccn3)cc(C(=O)Nn3cnnc3)c2c1,?,-5%,-30%,-1%,-2%,31%,-21%,-9%,-6
CN(CCc1ccccc1)C(=O)c1ccc(NC(=O)Cc2ccc(NC(=O)C3CCN(C(=O)c4ccccc4)CC3)cc2)cc1,/,-14%,8%,-7%,-1%,53%[activator],/,0%,0
Cc1ccc(Cl)cc1NC(=O)COC(=O)Cn1cnc2c1c(=O)n(C)c(=O)n2C,11%,-1%,1%,-12%,1%,64%[activator],0%,8%,5

# High-throughput results from PubChem BioAssay.

# Not all compounds are listed (hit frequency here may not be typical).
